Screens from PubChem BioAssay.
Tb PGK inh: inhibitors of T. brucei phosphoglycerate kinase; PGK/GAPDH coupled, Kinase-Glo luminescence, 60 min; Potency, µM (top dose mostly 57.5 µM), inactives show at the top dose activity change, negative = inhibition, hits mostly inhibitors; 380,000 tested, 0.043% active; AID 602233; note: potency is the fitted concentration of half-maximal effect; % is set by controls: 0 for no effect and ±100 for the full control effect; nearly all actives have a fitted effect of over 60% in size
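Recombinant glycosomal PGK reaction used 1,3-bisphosphoglycerate generated in-well by GAPDH (100nM final) in 100mM TEA pH 7.6, 5mM MgCl2, 0.01% Tween-20. After 60 minutes at room temperature, ATP was read by Kinase-Glo Plus luminescence end-point.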
Pol iota inh: inhibitors of human DNA polymerase iota; Q9UNA4; Pol iota fluorescent replication assay, 10 min; Potency, µM (highest dose often 115 µM), without a hit: at the top dose activity, negative = inhibition, actives largely listed as inhibitors; 390,000 tested, 1% active; AID 588590; note: potency is the fitted concentration of half-maximal effect
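Pol iota at 10 nM preincubated 15 min with compounds at room temperature; reaction started with fluorescent substrate, 50 nM final. Fluorescence read kinetically at 0 and 10 min; buffer-only wells as negative control.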
RXFP1 antagonist: antagonists of human relaxin receptor RXFP1 | Q9HBX9 | HEK293-RXFP1, relaxin-stimulated cAMP HTRF, 30 min; stronger effect = lower value | activity change, negative = inhibition, % at 57.5 µM | 350,000 tested, 0.59% active;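 active = activity change of -60% or lower, but not beyond a set lower limit; inconclusive = change between -60% and -40%, or beyond the set limit; inactive = change above -40%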; note: % is set by controls: 0 for no effect and ±100 for the full control effect
BLM helicase inh: inhibitors of human Bloom syndrome helicase BLM; P54132; recombinant BLM DNA unwinding, fluorescence dequenching; Potency, µM (highest dose often 56.1 µM), for the others: at the top dose activity change, negative = inhibition, actives largely listed as inhibitors; 350,000 tested, 0.2% active; AID 2528;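 note: potency is the fitted concentration of half-maximal effect; plate controls were vehicle for no effect and no enzyme for full effect; nearly all actives have a fitted effect of over 35% in size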
Pol kappa inh: inhibitors of human DNA polymerase kappa; Q9UBT6; purified Pol kappa, fluorescent DNA synthesis assay, 10 min; Potency, µM (titrated, usually from 107 µM), inactives show at the top dose activity, negative = inhibition, most hits filed as inhibitors; 400,000 tested, 0.53% active; AID 588579; note: potency is the fitted concentration of half-maximal effect; % is set by controls: 0 for no effect and ±100 for the full control effect
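Activity was followed as the change in fluorescence between reads at 0 and 10 min after starting the reaction with 50 nM substrate. Beforehand, 10 nM polymerase had been preincubated with compound for 15 min at room temperature.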
POLH inh: inhibitors of human DNA polymerase eta; Q9Y253; recombinant Pol eta, fluorescent DNA replication assay; Potency, µM (doses to about 114 µM), for the others: at the top dose activity change, negative = inhibition, hits mostly inhibitors; 390,000 tested, 1.2% active; note: potency is the fitted concentration of half-maximal effect; % is set by controls: 0 for no effect and ±100 for the full control effect
Target sequence (Q9Y253 whole entry, looked up): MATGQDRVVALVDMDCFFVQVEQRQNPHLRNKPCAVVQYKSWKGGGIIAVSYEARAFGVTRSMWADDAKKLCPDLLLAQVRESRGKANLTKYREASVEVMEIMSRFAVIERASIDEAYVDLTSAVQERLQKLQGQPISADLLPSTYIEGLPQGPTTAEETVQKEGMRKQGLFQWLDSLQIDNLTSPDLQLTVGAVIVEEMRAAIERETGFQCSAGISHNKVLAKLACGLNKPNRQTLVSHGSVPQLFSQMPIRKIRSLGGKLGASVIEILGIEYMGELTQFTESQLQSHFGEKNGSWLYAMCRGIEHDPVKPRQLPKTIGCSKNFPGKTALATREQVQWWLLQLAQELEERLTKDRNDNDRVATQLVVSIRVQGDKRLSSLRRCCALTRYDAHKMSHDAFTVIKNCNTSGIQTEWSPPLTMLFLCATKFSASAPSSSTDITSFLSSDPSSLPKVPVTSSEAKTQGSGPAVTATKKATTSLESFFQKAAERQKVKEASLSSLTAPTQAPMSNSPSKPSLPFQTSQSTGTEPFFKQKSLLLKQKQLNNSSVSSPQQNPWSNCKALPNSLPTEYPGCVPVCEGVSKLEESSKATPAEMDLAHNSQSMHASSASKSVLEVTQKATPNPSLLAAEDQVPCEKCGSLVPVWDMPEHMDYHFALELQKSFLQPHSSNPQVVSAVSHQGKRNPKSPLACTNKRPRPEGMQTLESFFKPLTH
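Pol eta (10 nM) was preincubated with compounds for 15 min at room temperature, after which fluorescent replication substrate (50 nM final) was added to start the reaction. Fluorescence was read kinetically at 0 and 10 min.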
POLB inh: inhibitors of human DNA polymerase beta; Potency, µM (titrated, usually from 114 µM), for the others: at the highest dose activity change, negative = inhibition, actives largely listed as inhibitors; P06746; 340,000 tested, 1.3% active; Pol beta primer extension/strand displacement, fluorescence kinetic; note: potency is the fitted concentration of half-maximal effect; % is set by controls: 0 for no effect and ±100 for the full control effect
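10 nM enzyme + cpd, 15 min RT; start with substrate 50 nM final; read 0 min and after 10 min RT. Corrected, normalized data; 4-parameter Hill curve fit.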
Anesthetic bind: binds horse apoferritin like a general anesthetic; P02791; apoferritin/1-aminoanthracene competitive binding, fluorescence; Potency, µM (top dose mostly 77.5 µM), inactives show at the top dose activity change, negative = displacement, actives largely listed as inhibitors; 350,000 tested, 0.074% active; note: potency is the fitted concentration of half-maximal effect; % is set by controls: 0 for no effect and ±100 for the full control effect; nearly all actives have a fitted effect of over 20% in size
Target sequence (P02791 2-175 limits assumed): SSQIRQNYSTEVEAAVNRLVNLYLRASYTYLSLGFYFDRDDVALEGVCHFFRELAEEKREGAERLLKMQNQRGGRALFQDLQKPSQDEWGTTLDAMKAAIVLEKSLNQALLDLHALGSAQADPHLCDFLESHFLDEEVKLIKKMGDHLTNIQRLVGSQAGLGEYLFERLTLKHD
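Horse-spleen apoferritin (10 uM) was mixed with 50% saturated 1-aminoanthracene in PBS, exposed to compounds for 10 min at room temperature, and read for fluorescence (ex 380 nm, em 535 nm). Competitive displacement was fitted with a four-parameter Hill equation.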
APEX1 inh: inhibitors of human APE1 endonuclease | P27695 | recombinant APE1, TAMRA/BHQ-2 abasic DNA cleavage fluorescence | Potency, µM (titrated, usually from 65.8 µM), for the others: at the highest dose activity change, negative = inhibition, actives largely listed as inhibitors | 350,000 tested, 0.35% active | AID 2517;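 note: potency is the fitted concentration of half-maximal effect; plate controls were vehicle for no effect and reference inhibitor for full effect; nearly all actives have a fitted effect of over 55% in size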
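Quantitative HTS: incision of a TAMRA/BHQ-2 double-stranded substrate bearing a tetrahydrofuran abasic site by 0.75 nM APE1 raises fluorescence. Substrate 50 nM final, added after 15 min compound preincubation at room temperature; progress as third-minus-first kinetic read difference.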
Active calls of the source: *; i = inactive; ? = inconclusive; / = no result given; & = joins results of further samples; [ ] = remark or other dose. Unless noted, calls come from the whole dose curve; as a rule, active = well fitted curve in the direction sought with a large enough effect; inconclusive = small, poorly fitted or top-dose-only effect, or another doubt; inactive = no such curve, though single readings can be large; an effect the other way counts as inactive or inconclusive. Some of the compounds tested; rates above refer to the full screens.

Fields: Tb PGK inh, Pol iota inh, RXFP1 antagonist, BLM helicase inh, Pol kappa inh, POLH inh, POLB inh, Anesthetic bind, APEX1 inh
O=C(O)CC(C(=O)O)c1cn(Cc2ccccc2)c2ccccc12 (stereo not given)
 : 0%, 7%, -11, 1%, -8%, ?, ?, -17%, 0%
O=C(Nc1ccc(S(=O)(=O)N2CCC(c3nc4ccccc4s3)CC2)cc1)c1ccccc1
 : i, -2%, -8, -1%, 5%, -13%, 9%, -13%, /
O=C(CN1C(=O)C2CC=CCC2C1=O)NCc1ccc2c(c1)OCO2 (stereo not given)
 : 0%, 5%, 5, 0%, -6%, -2%, 7%, -18%, -3%
CC(=O)c1nc(N2C(=O)CC(Cc3cc(C)cc(C)c3)C2=O)sc1C (stereo not given)
 : -1%, 176%[activator], 15, 2%, -17%, -3%, 16%, 5%, -9%
COc1cccc(NC(=O)CN2C(=O)COc3ccc(S(=O)(=O)N4CCOCC4)cc32)c1
 : -4%, -9%&16%, 6&12, 1%&-6%, 13%&0%, -10%&-28%, 1%&0%, -7%&-1%, 60%[activator]
COc1cc(C(C)=O)ccc1OCC(O)CN(CCO)Cc1ccccc1 (stereo not given)
 : -1%, 32%[activator], -1, 4%, -3%, -12%, ?, -11%, -3%
Cc1noc(/C=C/N(C)C)c1S(=O)(=O)N1CCCC(C(=O)NC(C)c2ccccc2)C1 (stereo not given)
 : -5%, -3%, 1, -5%, 0%, 0%, 0%, -17%, -4%
Cc1c(NC(=O)CSc2nncn2-c2ccccc2)c(=O)n(-c2ccccc2)n1C
 : 1%, 8%, 3, /, -11%, -1%, /, /, -9%
CC(=O)Oc1ccc(-c2cccc(C(=O)NCC(=O)O)c2)cc1
 : -2%, 23%, 2, 3%, -16%, -4%, -1%, -5%, -4%
C=CCc1cc(/C=N/n2cnnc2)cc(OCC)c1O
 : -6%, 5%, -4, -2%, -9%, -14%, 24%, -12%, -5%
Cc1ccc(-n2nc(C)c3cc(C(=O)O)sc32)cc1
 : 0%, -6%, -4, 4%, 8%, -8%, 4%, -6%, 1%
O=c1[nH]c2ccccc2c(O)c1Cc1ccccc1
 : 15%, 127%[activator], 3, -6%, -10%, -1%, 7%, 397%[activator], -3%
Nc1ccc(Nc2nc(-c3cccs3)cs2)cc1
 : 8%, 22%, 9, -8%, -5%, -9%, 11%, -6%, 8%
CSCc1ccc(C(=O)N2CCCC(Nc3ccc(F)cc3)C2)o1 (stereo not given)
 : -8%, 30%, 8, -3%, -7%, 9%, 1%, -11%, 55%[activator]
Cc1ccc(-c2ccc(=O)n(CC(=O)N3CCN(c4cccc(C)c4)C(C)C3)n2)cc1 (stereo not given)
 : -9%[11.5 µM], 79µM*, -9, -8%, -12%, -18%, 4%, 25µM*, -1%
C/C(=N\N=C(N)N)c1ccc(Cl)cc1
 : 12%, 17%, -4, -2%, -13%, -13%, ?, 6%, -9%
CN(CC(=O)NCc1ccc(Cl)cc1)S(=O)(=O)c1ccc2c(c1)c(=O)n(C)c(=O)n2C
 : -7%, 21%, /, 0%, -6%, -4%, 14%, -11%, /
CCCn1c2ccccc2c2cnn(CC(=O)NC3CCN(Cc4ccccc4)CC3)c(=O)c21
 : -4%, 17%, 11, 4%, 10%, -13%, 29%, 6%, 9%
CCC(=O)c1cc2c(cc1NC(=O)c1ccccc1F)OCCO2
 : -6%, 23%, /, 3%, -18%, 5%, 11%, -16%, /
CCn1c(-c2nn(C)c(C)c2Cl)n[nH]c1=S
 : -8%, 27%, -17, 6%, -13%, 8%, -19%, 5%, -1%

Record cards, from the list above:
Cc1ccc(-c2ccc(=O)n(CC(=O)N3CCN(c4cccc(C)c4)C(C)C3)n2)cc1 (stereo not given) is listed as Tb PGK inh: -9%[11.5 µM]; Pol iota inh: 79µM*; RXFP1 antagonist: -9; BLM helicase inh: -8%; Pol kappa inh: -12%; POLH inh: -18%; POLB inh: 4%; Anesthetic bind: 25µM*; APEX1 inh: -1%
C=CCc1cc(/C=N/n2cnnc2)cc(OCC)c1O is listed as Tb PGK inh: -6%; Pol iota inh: 5%; RXFP1 antagonist: -4; BLM helicase inh: -2%; Pol kappa inh: -9%; POLH inh: -14%; POLB inh: 24%; Anesthetic bind: -12%; APEX1 inh: -5%

Continuation.
Fields: Tb PGK inh, Pol iota inh, RXFP1 antagonist, BLM helicase inh, Pol kappa inh, POLH inh, POLB inh, Anesthetic bind, APEX1 inh
Cc1ccc(Cl)cc1NCc1nnc2n1CCCCC2
 : -8%, 24%, /, 2%, -10%[60.1 µM], -10%, 11%, 6%, /
CCCCCn1nc(C(=O)N(CC)c2c(N)n(CCCC)c(=O)[nH]c2=O)c2ccccc2c1=O
 : -3%, 49%[activator], -3, /, -5%, -7%, /, /, 22%
COc1ccc(-n2nnnc2SCC(N)=O)cc1
 : -3%, 21%, -3, -1%, -3%, 8%, -2%, -4%, -6%
Cc1ccc(F)cc1S(=O)(=O)NCc1ccc(N2CCN(C)CC2)cc1
 : -5%, 29%, -6, 0%, -6%, -14%, 17%, 4%, -3%
O=C(COC(=O)c1ccc(S(=O)(=O)N2CCCC2)cc1)Nc1ccc(N2CCOCC2)cc1
 : 6%, 63%[activator], 15, -6%, -5%, -2%, ?, -2%, 20%
Nc1c(C(=O)Nc2ccccc2F)sc2nc(-c3ccco3)ccc12
 : -10%, ?, 10, -10%, -22%, -8%, 13%, 0%, -6%
CC(=O)Nc1ccccc1NC(=O)C/C(C)=N/NC(=O)c1ccncc1
 : 2%, 72%[activator], -5, -6%, -7%, -4%, 2%, -15%, -3%
Cc1cc(C)n(Cc2cc(C(=O)O)c3ccccc3n2)n1
 : i, 79%[activator], 2, -3%, -11%, -3%, 28%, -5%, ?
Cc1cccn2c(=O)c3cc(C(=O)NC4CCCC4)c(=N)n(CCCN4CCOCC4)c3nc12
 : 3%, -9%, 19, 68%[activator], 4%, -5%, -1%, 97%[activator], -7%[12.4 µM]
O=C(CCNC(=O)Cn1ccc2ccccc2c1=O)NCc1ccc(F)cc1Cl
 : -3%, 33%[activator], 6, 0%, 2%, -18%, -2%, -8%, -1%
CCCC(CCC)C(=O)Nc1cccc(-c2nc3cccnc3s2)c1
 : 3%, -17%, 13, 0%, 3%, 17%, 2%, -4%, /
COc1cc(OC)cc(C(=O)Nc2ccc(Nc3ccccc3)cc2)c1
 : -13%, -2%, -7, -11%, -2%, -8%, 1%, ?, 19%
O=C(COC(=O)c1ccccn1)Nc1cccnc1Cl
 : -5%, 6%, 7, /, -12%, 2%, /, /, 15%
O=C(c1ccccc1)N1CCN(C(=O)c2ccc([N+](=O)[O-])cc2)CC1
 : i, -2%, -1, 1%, -3%, -14%, 3%, -8%, 15%
O=C(CSc1ncnc2c1oc1ccccc12)NCc1ccco1
 : -13%, ?, -6, -14%, -15%, -16%, 32µM*, -22%, -6%
COc1cc(F)c(S(=O)(=O)Nc2c(C)n(C)n(-c3ccccc3)c2=O)cc1OC
 : 2%, 9%, 1, 3%, -2%[60.1 µM], 4%, 22%, -10%, /
Cc1ccc(-n2cc(CNC(C)c3cnn(C)c3C)c(-c3ccc(F)cc3)n2)cc1 (stereo not given)
 : -9%, 25%, -11, 4%, -5%, -17%, -8%, -9%, -4%
COc1ccc(-n2c(SCC(=O)N3CCc4ccccc43)nc3c([nH]c4ccccc43)c2=O)cc1
 : -2%, 23%, /, -2%, -3%[60.1 µM], -16%, 36%[activator], -9%, /
CCOc1cc(C(=O)NC)cc(OCC)c1OCC
 : i, ?, -11, 2%, -2%[60.1 µM], -12%, 14%, -6%, 0%
COc1ccc(CNC(=O)c2ccc3nc(CCc4ccccc4)oc3c2)cc1OC
 : -11%, -17%, /, -11%, 0%[60.1 µM], -9%, -1%, -15%, /
CCOc1ccc(N(C)Cc2cc(=O)oc3ccc(OCC)cc23)cc1
 : -5%, 88%[activator], -22, -5%, -12%, ?, -11%, -18%, 38%
O=C(CCC1CCCN(c2ncccn2)C1)NCc1ccccc1F (stereo not given)
 : -8%, 31%[activator], 1, 0%, 4%[60.1 µM], -22%, 15%, -1%, 14%
CC1CCc2cc(F)ccc2N1C(=O)c1cnc2sccn2c1=O (stereo not given)
 : -4%, 18%, -2, -2%, -3%, 2%, 24%, -6%, -3%
CC(=O)c1cccc(S(=O)(=O)N2CCC(n3nnc4cc(F)ccc43)CC2)c1
 : -2%, 14%, 2, -9%, -2%, -6%, -2%, -12%, 19%
CCCCC(=O)NNC(=O)c1c(O)c2ccccc2[nH]c1=O
 : 3%, 49%[activator], 8, -1%, 5%, -21%, -1%, 24%, 3%
O=C1CCC(=O)c2ccc3c4c(ccc1c24)CC3
 : -3%, ?, -24, /, -18%, -18%, /, /, /
Cc1ccnc(SCC(=O)n2c3c(c4ccccc42)CC(C)CC3)n1 (stereo not given)
 : -5%, 25%, -1, -8%, 0%, -20%, 12%, -12%, 5%
S=C(Nc1ccc(Cl)cc1)c1nc2ccccc2s1
 : i, -4%, -2, -2%, -5%, -12%, 27%, ?, -5%
CCOC(=O)[C@H]1[C@H]2COc3ccc(C)cc3[C@@H]2N2C(=O)CN(C)C(=O)[C@@]12C
 : -2%, 27%, /, /, -13%, -22%, /, /, /
Cc1ccc2[nH]c(=O)c(CN(CCc3ccccc3)C(c3nnnn3Cc3ccco3)C(C)C)cc2c1 (stereo not given)
 : 2%, ?, -26, -18%, -18%, -13%, -2%, -6%, -8%
C/C=C(\C)CN1CCC(n2nccc2NC(=O)CCCc2ccccc2)CC1
 : 4%, 9%, -1, 3%, -13%, -5%, 2%, -12%, -4%
CCn1nc(C(=O)OCC(=O)N2CC(=O)Nc3ccccc32)c2ccccc2c1=O
 : -6%, 107%[activator], -14, 1%, 4%, -15%, 47%, -1%, 10%
COc1ccccc1C=NN1C(=O)CSC1=S
 : -6%, ?, 5, /, -15%, -19%, /, /, /
CN=c1scc(C)n1/N=C/c1cc(Br)c(O)c(Br)c1
 : -8%, 109%[activator], -9, -7%, -1%, -20%, 10%, 10%, -1%
S=C(c1ccc(-c2ccc(Br)cc2)o1)N1CCCCC1
 : 0%, 123%[activator], -7, -3%, 4%, -15%, -4%, ?, 6%
